Screening results deposited in PubChem BioAssay by NMMLSC.
T cell modulator – modulators of CD8 T cell-vesicle binding, primary screen, mouse 2C CD8+ T cells, flow cytometry. 2C CD8+ T cell-vesicle binding; active compounds read low. actives 0.068% (n = 330,000). calls only at 7 µM. AID 2052, 2009;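 active means response, share of CD8 T cells binding vesicles, and their 90th percentile fluorescence all below set limits, cut at about 80% in these data, passing the limit was not always enough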
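Assay system: 2C TCR transgenic mouse naive CD8+ T cells, MACS-purified | Read-out: CD8+ gate FL2 mean fluorescence as % of same-row positive control | Signal: High-throughput flow cytometry with anti-B7-1 and anti-CD8 staining | Timing: Binding step 1.5 h, 37 °C, antibody labelling 20 min, ice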
T cell modulator vesicle-bound % – second read-out of T cell modulator, no call of its own (marks repeat the call); double positive events, %; measured here: CD8+ vesicle-bound cell fraction;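 binding gate set so that unloaded-vesicle control wells show 10% double positive cells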
An asterisk follows results filed as active; i = inactive; + = active, no number.

item	SMILES	T cell modulator	T cell modulator vesicle-bound %
1	Cn1cncc1C#Cc1c(-c2ccc(S(C)(=O)=O)cc2)sc2ccccc12	i	16.7
2	CC(=O)Nc1ccc(NC(=O)CSc2nnc(-c3cccnc3)o2)cc1	i	35.7
3	NNC(=O)C1CCN(S(=O)(=O)c2ccc(Cl)cc2)CC1	i	33.0
4	O=C(CNC(=O)c1sc2ccccc2c1Cl)Nc1ccccc1F	i	10.6
5	Cc1ccc(C(=O)Oc2ccc3ccc(=O)oc3c2)cc1	i	50.7
6	CCOc1ccccc1N1CCN(C(=O)c2ccc(S(=O)(=O)Nc3ccccc3)cc2)CC1	i	14.5
7	CCCCN1C(N)=NC[C@@H]1CCCCN	i	16.0
8	Cc1ccc(-n2ncc3c(=O)[nH]c(SCC(=O)N4CC(=O)Nc5ccccc54)nc32)cc1	i	33.7
9	C[C@H](CO)N1C[C@H](C)[C@@H](CN(C)S(=O)(=O)c2cccs2)Oc2ccc(NC(=O)C3CC3)cc2C1=O	i	20.6
10	Cc1cccc(C)c1OCC(=O)NCC1COc2ccccc2O1 (stereo unspecified)	i	2.7
11	Cc1ccc(NC(=O)c2nc[nH]c2C(=O)NC2CCN(C(=O)OC(C)(C)C)CC2)cc1	i	18.2
12	COc1cccc(CNC(=O)c2ccc(Cl)c(S(=O)(=O)N3CCOCC3)c2)c1	i	8.7

Copied from the list.
In T cell modulator vesicle-bound %, compound 4 has 10.6
In T cell modulator vesicle-bound %, compound 8 has 33.7

(listing goes on)
item	SMILES	T cell modulator	T cell modulator vesicle-bound %
13	O=C(Nc1ccsc1C(=O)O)c1cccc(C(F)(F)F)c1	i	62.3
14	N#CCC(=O)Nc1ccc(C(=O)OCC(=O)N2CCN(C(=O)c3ccco3)CC2)cc1	i	38.0
15	COc1ccc(-c2nc(C)ncc2-c2ccc(Cl)cc2)c(O)c1	i	10.8
16	CN(CC(=O)Nc1cccc(F)c1)C(=O)/C=C/c1cc(Br)ccc1OC(F)F	i	31.2
17	CC1CCCCC12NC(=O)N(CC(=O)OCC(=O)NCc1ccc(F)cc1)C2=O (stereo unspecified)	i	66.7
18	Cc1ccc(/C=N/NC(=O)c2cc3c(s2)CCCC3)o1	i	3.9
19	COc1ccc(NS(=O)(=O)c2ccc(C)c(C(=O)N3CCCCCCC3)c2)cc1	i	34.0
20	CCC(NC(=O)CCC(=O)N1CCN(S(=O)(=O)c2ccc(C)cc2)CC1)c1ccc(C)cc1 (stereo unspecified)	i	45.0
21	O=C1[C@H]2[C@@H](c3ccc(F)cc3)N3C(=O)N(c4ccccc4)C(=O)[C@@]3(Cc3ccccc3)[C@H]2C(=O)N1C1CCCCC1	i	55.4
22	Cc1sc2nc(CN3CCCC3)nc(N3CCN(S(=O)(=O)c4cccc(F)c4)CC3)c2c1C	i	37.7
23	C[C@H](CO)N1C[C@H](C)[C@@H](CN(C)S(=O)(=O)c2ccccc2)Oc2c(NC(=O)Cc3ccccc3)cccc2C1=O	i	32.9
24	c1ccc(-c2ccc3ccccc3n2)cc1	i	16.1

Ordered by heavy-atom count (low to high): 5 of the compounds above.
item	SMILES	T cell modulator	T cell modulator vesicle-bound %
5	Cc1ccc(C(=O)Oc2ccc3ccc(=O)oc3c2)cc1	i	50.7
16	CN(CC(=O)Nc1cccc(F)c1)C(=O)/C=C/c1cc(Br)ccc1OC(F)F	i	31.2
17	CC1CCCCC12NC(=O)N(CC(=O)OCC(=O)NCc1ccc(F)cc1)C2=O (stereo unspecified)	i	66.7
11	Cc1ccc(NC(=O)c2nc[nH]c2C(=O)NC2CCN(C(=O)OC(C)(C)C)CC2)cc1	i	18.2
6	CCOc1ccccc1N1CCN(C(=O)c2ccc(S(=O)(=O)Nc3ccccc3)cc2)CC1	i	14.5

Carrying on:
item	SMILES	T cell modulator	T cell modulator vesicle-bound %
25	Cc1ccc(NC(=O)c2cnn(-c3ccccc3)c2C)c(C)c1	i	40.3
26	CCOC(=O)c1cc(NC(=O)Cc2ccc(S(=O)(=O)N3CCOCC3)s2)cc(C(=O)OCC)c1	i	24.2
27	N#Cc1ccc(OCC(=O)OCC(=O)c2ccccc2)cc1	i	45.9
28	C=CC[C@@H](Cc1ccc(F)cc1)C(=O)OC[C@@H]1CCCN1C(=O)[C@H](CC=C)CC(=O)NCCO	i	36.8
29	CN(C)S(=O)(=O)c1ccc(N2CCCC2)c(C(=O)Nc2ccc(F)cc2F)c1	i	19.8
30	COc1ccccc1NC(=O)c1ccc([N+](=O)[O-])o1	i	36.5
31	O=C(COC(=O)c1cccc(Cl)c1)Nc1ccc2[nH]c(=O)[nH]c2c1	i	49.1
32	CCOc1ccc(S(=O)(=O)NCc2ccc3c(c2)OCO3)cc1C(=O)O	i	51.4
33	O=S(=O)(c1ccccc1)C1Cc2ccccc2C1Cl (stereo unspecified)	i	34.8
34	O=C1NC(Cc2ccc(O)cc2)c2nc3ccc(Cl)cc3c(=O)n2-c2cc(Cl)ccc21 (stereo unspecified)	i	20.6
35	C=CCn1c(SCC(=O)c2ccc(O)c(O)c2)nnc1-c1ccc(OC)cc1	i	22.1
36	COc1ccc(S(=O)(=O)NCc2ccccn2)c(C)c1C	i	32.4
37	O=C(Nc1ccc(S(=O)(=O)N2CCCCC2)cc1)c1ccc(Cl)nc1	i	49.6
38	COc1ccc(OC)c(NC(=O)COC(=O)CCc2nc3ccccc3c(=O)[nH]2)c1	i	32.8
39	CCCCn1c(N)c(N(C)C(=O)c2cc3c(F)cccc3s2)c(=O)[nH]c1=O	i	20.7
40	CC(C)Cn1c(N)c(C(=O)COC(=O)c2cc(S(=O)(=O)N3CCOCC3)ccc2Br)c(=O)n(C)c1=O	i	16.0
41	COc1ccc(-c2csc(NC(=O)CCNC(=O)c3ccco3)n2)cc1OC	i	38.4
42	CCOC(=O)OC(C)OC1=C(C(=O)Nc2ccccn2)N(C)S(=O)(=O)c2ccccc21 (stereo unspecified)	i	31.9
43	O=C1Nc2ccc(C(F)(F)F)cc2N2CCCC12 (stereo unspecified)	i	47.0
44	Cc1ccc(C2(c3ccc(C)cc3)NC(=O)N(CC(=O)NCCCN3CCCC3=O)C2=O)cc1	i	34.6
45	CN(CC(=O)Nc1ccc(F)cc1)C(=O)COC(=O)c1cccc(N(C)C)c1	i	31.7
46	CN(C(=O)c1ccccc1C(=O)OCC(=O)c1ccc(F)cc1)c1ccccc1	i	25.0
47	Cc1ccn2c(=O)c(NC(=O)c3cccc4ccccc34)c(C)nc2c1	i	42.4
48	COc1cc(OC)cc(OC(=O)C2CCN(S(=O)(=O)c3ccc(OC)c(OC)c3)CC2)c1	i	35.5

2 successive records out of the list so far, for reference:
item	SMILES	T cell modulator	T cell modulator vesicle-bound %
47	Cc1ccn2c(=O)c(NC(=O)c3cccc4ccccc34)c(C)nc2c1	i	42.4
48	COc1cc(OC)cc(OC(=O)C2CCN(S(=O)(=O)c3ccc(OC)c(OC)c3)CC2)c1	i	35.5

The list continues:
item	SMILES	T cell modulator	T cell modulator vesicle-bound %
49	CC1CN(C(=O)c2ccccc2OCc2ccccc2Cl)CC(C)O1 (stereo unspecified)	i	15.8
50	COc1cccc(NC(=O)COC(=O)c2c(C)noc2C)c1	i	32.5
51	COc1ccccc1CNC(=O)COC(=O)c1nc(Cl)ccc1Cl	i	27.9
52	CC1(NC(=O)CCS(=O)(=O)c2ccc(Cl)cc2)CCS(=O)(=O)C1 (stereo unspecified)	i	39.2
53	OCCCn1c(C2CCCN2c2nc(-c3ccc(Cl)cc3)cs2)nc2cc(C(F)(F)F)ccc21 (stereo unspecified)	i	56.5
54	CC1CCCCC12NC(=O)N(CC(=O)NCCc1ccc(F)cc1)C2=O (stereo unspecified)	i	39.2
55	O=C(O)Cc1c[nH]c2ccccc12	i	10.4
56	Cn1c(SCC(=O)N2CCCC2=O)nc2ccccc2c1=O	i	27.8
57	COc1ccc(CCNS(=O)(=O)c2ccc3[nH]c(=O)[nH]c3c2)cc1	i	26.1
58	COc1ccc(C(=O)NCC(=O)OCCOc2ccc(Cl)cc2)cc1OC	i	14.5
59	Cc1ccc(S(=O)(=O)N2CCCC2)cc1C(=O)NCc1ccccc1CN1CCCC1	i	27.4
60	Nn1c(-c2ccccc2)cc(-c2ccccc2)cc1=O	i	33.4
61	Cc1ncc(CSc2ccc(Cl)cc2)c(CO)c1O	i	9.1
62	CC12CCC(=O)N1C(C(=O)Nc1nc(-c3cc(F)ccc3F)cs1)CS2 (stereo unspecified)	i	39.7
63	Cc1nc(-c2ccccc2)nn1-c1ccc([N+](=O)[O-])cc1	i	44.7
64	NCCN1CCN(S(=O)(=O)c2ccc([N+](=O)[O-])cc2)C=C1c1ccc(Cl)cc1	i	40.5
65	Cc1ccccc1NC(=O)COc1coc(CN2CCN(Cc3ccccc3)CC2)cc1=O	i	2.5
66	CC(C)C(NC(=O)c1c(F)cccc1F)C(=O)OCN1C(=O)c2ccccc2C1=O (stereo unspecified)	i	37.5
67	Cc1onc(-c2ccccc2)c1C(=O)OCC(=O)Nc1ccc(Cl)cc1	i	24.5
68	CCOc1ccc(NC(=O)CN(C)C(=O)c2ccccc2CCc2ccccc2)cc1OCC	i	50.0
69	CCN(CC)S(=O)(=O)c1cc(NC(=O)CO/N=C(\N)c2ccccc2Cl)ccc1C	i	42.3
70	CCCCC(CC)COC(=O)C(C#N)=C(c1ccccc1)c1ccccc1 (stereo unspecified)	i	39.1
71	C#CCOCCOCCOCCNc1nc(N2CCN(C(=O)CCCCCCCCCCNC(=O)[C@@H](CCSC)n3cc(CCO)nn3)CC2)nc(N2CCN(C(=O)CCCCCCCCCCNC(=O)[C@H](CO)n3cc(CCCCCN)nn3)CC2)n1	i	40.1
72	Cc1cc(NC(=O)CSCC(=O)Nc2cc(C(F)(F)F)ccc2N2CCOCC2)no1	i	44.4
73	CC(NC(=O)c1ccco1)C(=O)OCc1cccc(C(F)(F)F)c1 (stereo unspecified)	i	28.8
74	O=C(Nc1ccccc1F)c1ccc(S(=O)(=O)N2CCCCCC2)cc1	i	36.7
75	O=C(NN=Cc1ccc(OC(F)F)cc1)c1ccc(NS(=O)(=O)c2cccs2)cc1	i	53.1
76	CN(CC(=O)Nc1ccc(C(N)=O)cc1)S(=O)(=O)c1ccc2c(c1)OCCO2	i	37.7
77	O=C(/C=C/c1cccs1)NNC(=O)c1ccccc1	+	2.0*
78	Cc1c(C(=O)NCc2ccccn2)oc2c(Cl)cccc12	i	31.6
79	COc1ccc(-n2ncc3c(NCc4cccnc4)ncnc32)cc1	i	40.3
80	O=C1CN(C(=O)COC(=O)c2c(F)cccc2Cl)c2ccccc2N1	i	42.6
81	COc1cccc(NC(=O)CSc2nc(=O)n(CCN(C)C)c3c2CCCC3)c1	i	31.0
82	CS(=O)(=O)c1ccccc1-c1nnc(NC(=O)c2ccco2)o1	i	41.0
83	COc1ccccc1CN1[C@@H](CC(=O)O)c2ccccc2S1(=O)=O	i	22.0
84	CC(C)(C)C(=O)NCCc1nc(-c2ccccc2)no1	i	16.7
85	O=C(NCCC(=O)N1CCN(S(=O)(=O)c2ccccc2F)CC1)Nc1ccccc1	i	29.6
86	C#CCOCCOCCOCCNc1nc(N2CCN(C(=O)CCCCCCCCCCNC(=O)[C@H](CO)n3cc(CCCSC)nn3)CC2)nc(N2CCN(C(=O)CCCCCCCCCCNC(=O)[C@H](CCCCN)n3cc(C[C@@H](C)CC)nn3)CC2)n1	i	50.0
87	CN(CC(=O)Nc1cccc(F)c1)C(=O)Cn1cnc2c1c(=O)n(C)c(=O)n2C	i	26.7
88	O=C(c1ccccn1)N1CCN(S(=O)(=O)c2cccc(Br)c2)CC1	i	33.9
89	COc1ccc(OCCCC(=O)N(C)CC(=O)Nc2c(C)cccc2C)cc1	i	20.8
90	Cc1cc(C)c(NC(=O)CNC(=O)[C@@H]2CCCN2C(=O)c2cccs2)c(C)c1	i	33.8
91	COc1ccccc1C(=O)CN1C(=O)NC2(CCc3ccccc32)C1=O (stereo unspecified)	i	48.3
92	O=[N+]([O-])c1ccc(Oc2ccc(OCc3ccccc3)cc2)nc1	i	26.7
93	CCOc1ccc(NC(=O)CN(C)C(=O)c2ccc(N3CCCC3)c([N+](=O)[O-])c2)cc1OCC	i	13.3
94	C=C1C(O)[C@@H]2O[C@]3(CC[C@H](/C=C/C(C)[C@@H]4CC(C)=CC5(O[C@H](C[C@@](C)(O)CO)CCC5O)O4)O3)CC[C@H]2O[C@@H]1C(O)CC(C)[C@H]1OC2(CCCCO2)CCC1C (stereo partly specified)	i	17.1
95	CCOc1ccc(NC(=O)CCC(=O)NNC(=O)c2cccc([N+](=O)[O-])c2)cc1	i	36.4
96	COC(=O)C1=CO[C@@H](O[C@@H]2OC(CO)[C@@H](O)[C@@H](O)[C@@H]2O)C2C1CC[C@]2(C)O (stereo partly specified)	i	24.7
97	CCCCCCCCN1[C@@H](CC(=O)O)c2cc(F)ccc2S1(=O)=O	i	36.4
98	COc1ccc(NC(=O)c2ccc3c(c2)C(=O)N(Cc2ccncc2)C3=O)cc1S(N)(=O)=O	i	17.2
99	CCCCN(C(=O)CC1OC(=O)c2ccccc21)c1c(N)n(CCCC)c(=O)[nH]c1=O (stereo unspecified)	i	37.6
100	CCN(CC(=O)Nc1c(F)cccc1F)C(=O)C1CC(=O)N(c2ccc3c(c2)OCCO3)C1 (stereo unspecified)	i	50.6
101	O=C(COC(=O)c1ccc(Br)cc1)NCC1CCCO1 (stereo unspecified)	i	30.4
102	O=S(=O)(NC1=NCCCCC1)c1ccc(F)cc1F	i	11.0
103	CCOc1cc(C(=O)Nc2cc(C(=O)OC)ccc2C)ccc1OCC(=O)N1CCOCC1	i	26.5

An excerpt; count on the stated rates, not on these rows.
